PABP1 MLLE inh: inhibitors of microRNA-mediated deadenylation, human PABP1 MLLE binding; P11940; GST-MLLE / FITC-PAM2 fluorescence polarization; inhibition, % at 20 µM; 0.36% of 360,000 active; in the data active = inhibition above about 35%, passing the limit was not always enough;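 also: plate controls were DMSO wells with GST-MLLE for no effect and wells lacking GST-MLLE protein for full effect; some results filed as inactive read as strong as hits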
FAS-TE inh: FAS thioesterase (human) inhibition. P49327. AID 602261. recombinant FAS-TE, OMFH fluorogenic substrate, fluorescence endpoint. inhibition, % at 15 µM. 0.67% of 360,000 active;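 active = compounds whose normalised, plate-corrected inhibition of enzyme fluorescence in the single-dose primary screen is 50% or more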;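 also: 0% = DMSO with enzyme and 100% = substrate without enzyme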
MT1-MMP act inh: blocks activation of human MT1-MMP. P50281. HT1080 RFP-PRO-GFP cells, GFP/RFP ratio fluorescence, overnight; percent of plate control window, DMSO zero. GFP/RFP ratio change, % at 20 µM. 0.061% of 360,000 active. AID 651647;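 active = GFP/RFP ratio change of at least 30% with cell ATP level not reduced by more than half and red fluorescence within 50% of control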; also: strong numbers were not always called active
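Test system: HT1080 RFP-PRO-GFP cells; Benchmarks: DMSO and RFP-L50D-GFP cell wells; Timing: cells overnight before dosing, compound overnight, 37 °C, 5% CO2; Compound: one 20 µM compound dose with 1% DMSO; Read-out: GFP/RFP fluorescence ratio.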
Rin1-Abl PPI inh: inhibitors of human Rin1-Abl protein interaction | AID 588664 | 0.4% of 360,000 active | TR-FRET Rin1/Abl binding, biochemical | inhibition, % at 7.35 µM; in the data active = inhibition above about 5%, passing the limit was not always enough
CSN inh: CSN deneddylation inhibition. inhibition, % at 12.5 µM. AID 651999. Q92905. 0.38% of 360,000 active. Purified CSN, SCF-Nedd8-OG deneddylation, fluorescence polarization;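 active = pattern-corrected inhibition above about 35%, with an unprinted fluorescence ratio check between 0.5 and 1.5, limit read from the data, passing the limit was not always enough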;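 also: 0% = enzyme with substrate and 100% = substrate without enzyme; some results filed as inactive read as strong as hits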
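Material: human Csn5 produced in HEK293T cells; Input: enzyme 0.24 nM; Reagent: SCFSkp2-Nedd8OG substrate at 10 nM final; Dosing: 12.5 µM compound; Incubation: 90 min reaction at room temperature; Detection: fluorescence polarization of the substrate; Evaluation: % inhibition of substrate cleavage by Csn5; Control set: substrate-only high control, full reaction low control.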
MsrA inh: inhibits bovine methionine sulfoxide reductase A; purified bovine MsrA, absorbance read-out; inhibition, % at 15.5 µM; 0.75% of 360,000 active; AID 651718; in the data active = inhibition above about 4.5%;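 also: 0% = vehicle wells with enzyme and 100% = reference inhibitor wells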
eLon inh: inhibits E. coli Lon protease; P0A9M0; purified E. coli Lon protease, fluorescence polarization; inhibition, % at 7.94 µM; 0.42% of 360,000 active; in the data active = inhibition above about 13%, passing the limit was not always enough;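 also: 0% = enzyme with probe and DMSO and 100% = no enzyme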
bovine MsrA act: activates bovine MsrA enzyme. purified bovine MsrA, absorbance read-out. activation, % at 10.6 µM. 0.3% of 360,000 active; in the data active = activation above about 7.5%;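 also: 0% = vehicle and 100% = reference activator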
Rpn11 block: blocks the human proteasome subunit Rpn11 | O00487 | human 26S proteasome, Ub4-pepOG fluorescence polarization; 20S core pre-blocked with epoxomicin | calls only at 20 µM | 0.59% of 360,000 active;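 active = inhibition at 20 µM, scaled to each plate's controls, above about 33%, limit read from the data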
Numbers without * were called inactive; i = inactive; · = no result given.

SMILES	PABP1 MLLE inh	FAS-TE inh	MT1-MMP act inh	Rin1-Abl PPI inh	CSN inh	MsrA inh	eLon inh	bovine MsrA act	Rpn11 block
CC1(C)CC(=O)c2cc(N=C/C(C(=O)c3ccccc3)=C(\O)c3ccccc3)c(=O)oc2C1	-3.8	22.8	3.0	3.2	16.9	1.2	-5.6	-5.6	i
CCCCC(=O)NC(c1ccc(Cl)cc1Cl)c1ccc2cccnc2c1O (configuration not stated)	9.4	-0.6	0.1	0.1	-1.1	0.2	5.0	-10.0	i
CCCNC(=O)C1(C)CCCN(Cc2ccccc2F)C1 (configuration not stated)	-1.6	-6.0	0.5	-0.3	-2.8	1.6	5.8	-1.1	i
O=C(CSc1nnc(-c2ccccc2)n1Cc1ccco1)NCc1ccc2c(c1)OCO2	-54.0	-10.7	0.5	3.9	-3.9	-0.1	-7.9	-0.1	i
O=C(NCc1ccncc1)c1ccc(NS(=O)(=O)c2cccc([N+](=O)[O-])c2)cc1	6.5	-7.7	4.7	-0.8	0.2	0.7	-9.4	-2.1	i
COc1ccc(C(=O)O)cc1S(=O)(=O)N(CCc1ccccc1)Cc1ccccc1	11.4	-6.1	0.3	-4.2	3.1	0.6	0.1	-0.8	i
CCC(C)NS(=O)(=O)c1ccc(NC(C)=O)cc1 (configuration not stated)	8.0	-4.0	3.5	2.8	-1.5	-0.1	-4.1	-11.6	i
CCC(=O)c1ccc(OCC(=O)NNC(=O)c2cc(C)oc2C)cc1	12.1	-6.5	2.8	2.3	-1.0	-0.7	-7.4	-5.6	i
CC1CCc2nc(NC(=O)C3CC3)sc2C1 (configuration not stated)	-8.5	-3.7	-1.5	1.2	2.4	-0.6	-0.9	-6.4	i
CCNC(=O)/C(=C\C=C\c1ccccc1)NC(=O)c1ccc(Br)o1	6.3	-5.3	-0.1	-2.4	-5.0	3.6	-28.6	-5.5	i
COC(=O)Nc1ccc(S(=O)(=O)NC2CCCCC2)cc1	-20.2	-4.5	1.4	-1.1	-0.8	-0.1	-5.2	-1.5	i
CC(C)CC(=O)Nc1ccccc1N1CCN(c2ccccc2)CC1	15.4	14.2	-5.0	2.1	9.4	0.1	-3.5	-2.6	i

Reprinted at random: 6 entries already listed
SMILES	PABP1 MLLE inh	FAS-TE inh	MT1-MMP act inh	Rin1-Abl PPI inh	CSN inh	MsrA inh	eLon inh	bovine MsrA act	Rpn11 block
CCCCC(=O)NC(c1ccc(Cl)cc1Cl)c1ccc2cccnc2c1O (configuration not stated)	9.4	-0.6	0.1	0.1	-1.1	0.2	5.0	-10.0	i
CCCNC(=O)C1(C)CCCN(Cc2ccccc2F)C1 (configuration not stated)	-1.6	-6.0	0.5	-0.3	-2.8	1.6	5.8	-1.1	i
O=C(CSc1nnc(-c2ccccc2)n1Cc1ccco1)NCc1ccc2c(c1)OCO2	-54.0	-10.7	0.5	3.9	-3.9	-0.1	-7.9	-0.1	i
CC(C)CC(=O)Nc1ccccc1N1CCN(c2ccccc2)CC1	15.4	14.2	-5.0	2.1	9.4	0.1	-3.5	-2.6	i
CCNC(=O)/C(=C\C=C\c1ccccc1)NC(=O)c1ccc(Br)o1	6.3	-5.3	-0.1	-2.4	-5.0	3.6	-28.6	-5.5	i
CC1(C)CC(=O)c2cc(N=C/C(C(=O)c3ccccc3)=C(\O)c3ccccc3)c(=O)oc2C1	-3.8	22.8	3.0	3.2	16.9	1.2	-5.6	-5.6	i

Further records.
SMILES	PABP1 MLLE inh	FAS-TE inh	MT1-MMP act inh	Rin1-Abl PPI inh	CSN inh	MsrA inh	eLon inh	bovine MsrA act	Rpn11 block
O=[N+]([O-])c1ccc(Cl)cc1C=NNc1ccccn1	9.1	-1.1	-0.9	3.8	-3.5	0.0	-14.9	-1.7	i
Nc1ccccc1C(=O)Nc1cccc2ccccc12	-15.6	-2.0	-0.3	1.8	-0.6	-0.3	9.0	4.7	i
Cc1cccc(NC(=O)C2(C)CC3c4ccccc4C2c2ccccc23)c1 (configuration not stated)	1.6	-0.3	8.5	1.3	-6.9	-0.5	-8.2	8.9*	i
CCN1C(=O)c2ccc(C(=O)O)cc2C1=O	2.6	-9.3	1.9	0.0	4.7	-1.5	-10.8	-6.6	i
CC(=O)Nc1ccc(N2CCOCC2)c([N+](=O)[O-])c1	-2.2	-0.3	0.9	-1.7	-3.5	0.3	6.3	-2.0	i
CCOC(=O)c1c(NC(=S)Nc2ccccc2C)sc2c1CCC2	23.6	19.4	-5.5	-1.4	0.7	2.9	-3.1	-2.8	i
O=C(NCC(c1ccco1)N1CCOCC1)c1cccc(Cl)c1 (configuration not stated)	4.3	-3.9	-2.9	-1.5	-0.6	0.4	-6.7	-0.5	i
CC1(c2nnc(Cc3ccccc3)o2)CC(c2ccccc2F)=NO1 (configuration not stated)	-1.9	-4.8	3.9	0.7	3.6	0.7	-9.9	-5.1	i
CS(=O)(=O)N1CCCCC1c1cc(C(=O)NCc2ccc(Cl)c(Cl)c2)no1 (configuration not stated)	1.8	9.5	3.7	1.8	-7.2	-0.4	-0.3	-1.6	i
CC#CCN(CC#CC)S(=O)(=O)c1ccc(-n2cnnn2)c(OC)c1	6.1	1.2	5.0	2.8	-0.7	0.6	1.0	-5.1	i
CC1(C)CC(=O)C(CC(=O)Nc2cc(C(F)(F)F)ccc2Cl)C(=O)C1	-4.6	-6.8	7.9	0.6	-4.2	-1.0	-6.8	-3.9	i
Cn1c(N)c(C(=O)COC(=O)C2CC(O)CN2S(=O)(=O)c2ccc(Cl)cc2)c(=O)n(C)c1=O (configuration not stated)	-4.0	-0.7	0.0	1.3	0.8	0.8	-3.6	-4.5	i
N#Cc1sc(C(N)=O)c(-c2ccccc2)c1-c1ccccc1	16.3	-1.3	-2.3	-3.3	-2.1	-0.6	14.5	-6.3	i
O=C1NC(=O)/C(=C/c2ccccc2OCc2ccccc2)S1	5.3	7.5	-7.8	-1.1	8.9	2.5	-6.0	-3.5	i
O=C(Nc1nc2ccccc2[nH]1)c1cccc(S(=O)(=O)N2CCOCC2)c1	-5.4	-0.9	6.1	-1.1	2.6	0.8	6.3	-1.4	i
CCCc1nc2ccccc2c(C(=O)OC(C)C(=O)NCc2ccc3c(c2)OCO3)c1CC (configuration not stated)	-8.9	16.0	-4.0	-0.5	-2.5	-0.4	-0.1	-4.3	i
C=CCN(c1ccccc1)S(=O)(=O)c1cccc(C(=O)Nc2ccncc2)c1	-10.6	2.3	-2.8	-1.3	1.3	0.6	-0.5	1.1	i
O=C1CCc2cc(S(=O)(=O)NCc3ccc(Cl)cc3)cc3c2N1CC3	7.8	-5.7	3.6	3.4	-4.1	-2.0	-9.3	-4.8	i
CCCCn1c(N)c(N(CC(C)C)C(=O)c2oc3ccc(OCC)cc3c2C)c(=O)[nH]c1=O	-13.5	0.2	-4.7	0.1	3.0	0.9	-6.1	0.6	i
O=c1c2ccccc2nc(-c2ccccc2)n1CCN1CCOCC1	-5.8	-0.3	-0.4	7.7	0.1	-0.4	0.9	-0.2	i
O=C1CCc2cc(S(=O)(=O)NC3CCCCC3)cc3c2N1CC3	-9.5	-6.2	3.5	-0.2	3.6	0.0	6.2	-2.1	i
COCC(C)NC(=S)Nc1ccccc1[N+](=O)[O-] (configuration not stated)	4.8	-4.7	3.6	-1.6	-4.1	0.9	-6.6	-9.6	i
O=C(CSc1nc2ccc(Cl)cc2[nH]1)NCCc1ccc(Cl)cc1	-39.0	9.3	-7.6	-2.2	6.8	0.1	-10.6	-2.0	i
CCCc1ccc(OCC(=O)Nc2cc(S(=O)(=O)CC)ccc2O)cc1	-7.2	-17.8	9.8	6.2	-0.4	0.5	-0.7	-6.9	i
CCOC(=O)Nc1nnc(-c2cccc(OC)c2)s1	-6.6	-0.6	-0.3	1.0	3.6	-0.6	4.2	-1.8	i
C=CCN1C(=O)C(=O)N(Cc2nc3ccccc3s2)C1=O	-0.1	-5.0	0.2	-0.3	8.7	-1.9	-0.1	-2.3	i
O=C(O)Cc1cccc(=O)c(O)c1C(=O)O	16.6	-4.2	-1.6	6.6	32.5	·	1.1	-8.9	i
ON/C=N/C(=S)Nc1ncc(C(F)(F)F)cc1Cl	38.3*	-3.8	-1.6	0.3	2.4	0.7	1.2	-1.6	i
Cc1ccc(NC(=O)Nc2ccnc(-c3cccnc3)n2)cc1	-8.0	3.9	-1.9	-1.4	6.6	0.7	-3.3	-0.8	i
COCCN(CC(=O)Nc1cccc(C)c1C)C(=O)Cc1ccsc1	-9.7	-3.7	2.3	6.6	2.0	1.6	-9.7	-5.2	i
COc1ccc(/C=C(\NC(=O)c2ccc(C)cc2)C(=O)NCCCn2ccnc2)cc1OC	2.2	-2.3	-2.3	-0.9	0.4	3.2	-10.2	-4.0	i
O=c1cc(Cn2ccnc2)c2cc3c(cc2o1)CCC3	-7.1	-6.1	-3.9	-3.9	-1.6	2.6	-5.2	-1.8	i
Cc1cccc(N2CCN(C(=O)CCNS(=O)(=O)c3cccs3)CC2C)c1 (configuration not stated)	-34.5	-3.3	-3.7	2.2	9.2	1.6	-10.1	0.8	i
COc1ccc(S(=O)(=O)NCc2ccc(C(=O)N3CCN(c4ccccn4)CC3)cc2)cc1	3.7	6.0	-2.6	0.0	1.6	-0.7	-2.1	-1.8	i
Cc1cccc(NC(=O)CSCC(=O)Nc2cccc3ncccc23)c1	7.3	-10.2	-3.8	2.5	-1.6	0.6	0.3	-7.2	i
Cc1ccc(O)c(C(=O)c2cc(C#N)c(=O)n(-c3nccs3)c2)c1	i	-32.8	-105.3	1.7	-103.5	0.5	-211.1	-12.6	·

Some entries already given, showing only PABP1 MLLE inh, MsrA inh and Rin1-Abl PPI inh:
compound,PABP1 MLLE inh,MsrA inh,Rin1-Abl PPI inh
C=CCN1C(=O)C(=O)N(Cc2nc3ccccc3s2)C1=O,-0.1,-1.9,-0.3
COc1ccc(/C=C(\NC(=O)c2ccc(C)cc2)C(=O)NCCCn2ccnc2)cc1OC,2.2,3.2,-0.9
ON/C=N/C(=S)Nc1ncc(C(F)(F)F)cc1Cl,38.3*,0.7,0.3
Cc1cccc(NC(=O)CSCC(=O)Nc2cccc3ncccc23)c1,7.3,0.6,2.5

Next section.
SMILES	PABP1 MLLE inh	FAS-TE inh	MT1-MMP act inh	Rin1-Abl PPI inh	CSN inh	MsrA inh	eLon inh	bovine MsrA act	Rpn11 block
Cc1cccc(Cl)c1OCCCN1CCOCC1	13.2	-5.3	1.5	0.0	-4.5	-0.7	-3.0	-2.6	i
O=C(NNS(=O)(=O)c1ccccc1F)c1cc(-c2ccccc2)n[nH]1	-5.3	-9.6	-3.6	1.7	1.6	-0.8	-0.7	-11.6	i
O=C(COC(=O)/C=C/c1ccccc1)Nc1ccccc1Br	2.7	3.2	3.3	-0.8	-5.3	2.3	3.6	-2.3	i
COc1ccc(CCNC(=O)c2nnn(-c3ccc4c(c3)OCCO4)c2N)cc1OC	-9.9	-7.0	-3.3	1.6	-4.4	2.9	-13.7	-0.8	i
CC(=O)N1CCN(CC(=O)Nc2sccc2C#N)CC1	-4.0	-0.4	-1.1	-1.2	-2.7	0.1	-17.6	-5.3	i
COc1ccc(-n2cnc3sc(-c4ccccc4)cc3c2=O)cc1	2.2	-3.0	3.9	0.9	-2.8	-0.1	-4.1	-0.5	i
CC12CCC(=O)N1C(C(=O)OCC(=O)Nc1cccc(Br)c1)CS2 (configuration not stated)	12.3	-0.4	1.1	1.2	-2.9	-0.2	16.5	0.3	i

Ordered by the number under bovine MsrA act (ascending): 3 from the list above
| SMILES | bovine MsrA act |
| --- | --- |
| O=C(NNS(=O)(=O)c1ccccc1F)c1cc(-c2ccccc2)n[nH]1 | -11.6 |
| Cc1cccc(Cl)c1OCCCN1CCOCC1 | -2.6 |
| CC12CCC(=O)N1C(C(=O)OCC(=O)Nc1cccc(Br)c1)CS2 (configuration not stated) | 0.3 |

Screens from PubChem BioAssay.
